# PLCg1 inh: PLC-gamma1 (human) inhibition, primary screen; AID 720700; 0.84% of 370,000 active; P19174; inhibition, % at 12.2 µM; purified PLC-gamma1, fluorogenic substrate, fluorescence; in the data active = inhibition above about 9.5%
# ADAM10 inh: ADAM10 inhibition, QFRET primary screen; recombinant ADAM10, EDANS/DABCYL FRET peptide cleavage, 3 h; O14672; AID 720582; 0.62% of 370,000 active; inhibition, % at 7 µM;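 active = inhibition above a per-campaign cutoff equal to the mean of compounds falling between control-based bounds plus 3 SD, cut at about 20% in these data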;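 note: 0% = DMSO wells while the 100% control is not disclosed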
# Tn7 DDE FP: DD(E)-Tn7 binding inhibition, primary FP screen. P02675. FP displacement of FITC-Tn7 peptide from fibrin DD(E); 0% = median of compound wells per plate. inhibition, % at 8.3 µM. 0.13% of 370,000 active. AID 720508;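 active = inhibition above the mean of compounds falling within the control limits plus 3 SD of them, cut at about 14% in these data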;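 note: 0% = plate median of compound wells and 100% = 10 µM Aha-Tn7 peptide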
#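 assay system = human clot-derived fibrin DD(E) complex | quantity = Fibrin-DD(E) at 2 µM final | timing = 10 min preincubation, 3 h with tracer, room temperature | signal = fluorescence polarization | measure = percent inhibition | benchmarks = high control wells with 10 µM unlabelled Aha-Tn7 peptide (full inhibition) | replicates = singlicate testing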
# PLC-beta3 inh: inhibitors of human phospholipase C beta3. AID 720704. Purified PLC-beta3, fluorogenic substrate, fluorescence. 0.18% of 370,000 active. inhibition, % at 12.2 µM. Q01970; in the data active = inhibition above about 11%;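 note: 0% = median of compound wells on plate and 100% = full blocker control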
# ARFGAP1 inh: inhibits rat ARF GTPase activating protein 1; inhibition, % at 16.5 µM; Q62848; Arfgap1-stimulated ARF1 GTP hydrolysis, GDP FP detection; 0.26% of 360,000 active;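 active = inhibition above a per-plate limit, mean inhibition of low control wells plus 3 SD, cut at about 25% in these data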;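 note: 0% = DMSO wells with enzyme and 100% = wells lacking Arfgap1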
# Target sequence (Q62848 1-136 limits assumed): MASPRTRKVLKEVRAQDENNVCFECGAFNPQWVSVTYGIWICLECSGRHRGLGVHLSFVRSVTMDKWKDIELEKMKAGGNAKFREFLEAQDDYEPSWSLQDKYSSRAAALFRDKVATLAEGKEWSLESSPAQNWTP
#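 Repeats: one replicate per compound; assay system: rat Arfgap1 catalytic domain, aa 1-136; times: enzyme reaction 120 min at 25 °C after 20 min preincubation; detection: FP of antibody-bound GDP Alexa 633 tracer, ex 620/em 688 nm; benchmarks: high control wells lacking Arfgap1, low control full reaction with DMSO; reagent: human ARF1(Δ1-17)-GTP substrate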
# TDP2 absorb: blocks human TDP2 phosphodiesterase activity. recombinant TDP2, T5PNP hydrolysis, p-nitrophenol absorbance 415 nm. O95551. inhibition, % at 12.8 µM. AID 720702. 0.34% of 370,000 active;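 active = inhibition above the mean of all tested compounds plus 3 SD, set per campaign, cut at about 25% in these data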;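 note: 0% = DMSO with enzyme and 100% = buffer with substrate but no TDP2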
# Target sequence (O95551 whole entry, looked up): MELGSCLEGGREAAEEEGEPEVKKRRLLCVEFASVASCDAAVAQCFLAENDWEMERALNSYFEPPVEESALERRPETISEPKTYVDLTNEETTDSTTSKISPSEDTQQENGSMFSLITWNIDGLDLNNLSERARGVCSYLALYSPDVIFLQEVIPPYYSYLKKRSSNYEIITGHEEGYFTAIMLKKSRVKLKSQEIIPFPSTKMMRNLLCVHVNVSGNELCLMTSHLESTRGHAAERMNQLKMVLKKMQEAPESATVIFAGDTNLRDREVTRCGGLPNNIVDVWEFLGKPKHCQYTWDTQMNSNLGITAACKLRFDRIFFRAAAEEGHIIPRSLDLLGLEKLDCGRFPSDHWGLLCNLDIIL
#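 Test system: human TDP2 enzyme; Input: 120 nM TDP2 per well; Buffer or medium: Mg2+-containing Tris-HCl buffer, pH 7.5; Reagent: 5 mM T5PNP; Dosing: 12.8 µM single point, 1% DMSO; Incubation: reaction 2 h, 37 °C; Detection: p-Nitrophenol epi absorbance; Read-out: % inhibition relative to enzyme-containing and enzyme-free wells; Replicates: single well per compound.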
# SIAE primary: blocks human sialic acid acetylesterase. SIAE FP-Rh probe binding, fluorescence polarization. Q9HAT2. AID 1053197. 0.69% of 370,000 active. inhibition, % at 9.66 µM;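 active = inhibition above a cutoff: mean of compounds within the control limits plus 3 SD of those, cut at about 17% in these data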;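 note: 0% = plate median of compound wells and 100% = probe without SIAE protein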
# ADAM17 inh: inhibitors of human ADAM17. 0.83% of 370,000 active. recombinant ADAM17, EDANS/DABCYL FRET peptide cleavage. P78536. AID 720648. inhibition, % at 6.95 µM;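 active = inhibition above the mean of compounds lying between control limits plus 3 SD, set per campaign, cut at about 8.5% in these data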;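 note: 0% = DMSO-only wells as the low control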
# ASAP1 GAP inh: ASAP1 ArfGAP inhibition; Q9ULH1; ASAP1-stimulated ARF1 GTP hydrolysis, GDP FP detection; inhibition, % at 16.5 µM; 0.19% of 360,000 active; AID 624377; in the data active = inhibition above about 25%;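 note: 0% = vehicle with enzyme and substrate and 100% = no enzyme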
# Target sequence (Q9ULH1 325-724 limits assumed): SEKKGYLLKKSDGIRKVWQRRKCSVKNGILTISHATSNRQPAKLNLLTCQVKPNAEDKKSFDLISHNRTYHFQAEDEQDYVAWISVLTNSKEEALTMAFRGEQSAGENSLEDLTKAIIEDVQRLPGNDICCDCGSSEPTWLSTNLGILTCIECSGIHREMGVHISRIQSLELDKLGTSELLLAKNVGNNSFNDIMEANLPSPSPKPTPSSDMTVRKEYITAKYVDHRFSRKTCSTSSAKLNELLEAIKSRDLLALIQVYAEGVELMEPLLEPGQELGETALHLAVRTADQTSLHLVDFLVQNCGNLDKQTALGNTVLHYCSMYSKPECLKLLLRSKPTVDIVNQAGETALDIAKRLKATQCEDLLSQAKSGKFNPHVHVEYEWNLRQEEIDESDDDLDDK
# DDE Tn6 FP inh: disrupts Tn6 cyclic peptide binding to fibrin D-Dimer-E complex; P02675; Fibrin DD(E) TRITC-Tn6 fluorescence polarization displacement; inhibition, % at 8.3 µM; 0.21% of 370,000 active; AID 720509;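 active = inhibition above a per-campaign cutoff: mean of compounds within control limits plus 3 SD, cut at about 15% in these data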;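 note: 0% = median of all compound wells on the plate and 100% = blocking peptide control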
# Active calls of the source: *; . = not tested or not shown.
Compound,PLCg1 inh,ADAM10 inh,Tn7 DDE FP,PLC-beta3 inh,ARFGAP1 inh,TDP2 absorb,SIAE primary,ADAM17 inh,ASAP1 GAP inh,DDE Tn6 FP inh
COc1ccc(S(=O)(=O)N2CCN(Cc3ccccc3)CC2)cc1OC,0,-1,4,-2,-6,0,3,-2,4,5
O=C(Nc1ccc(Cl)cc1Cl)c1ccc(-c2ccccc2)cc1,2,-8,-1,0,-4,-4,-1,-3,0,2
CC(C)(C)C1=Nn2c(nnc2-c2ccccn2)SC1,1,5,-3,6,1,-4,2,2,11,-9
O=C(NCCc1ccncc1)Nc1ccc(F)cc1,-2,-7,2,-7,11,-23,-8,-7,3,-3
N#Cc1ccc(C(=O)Nc2cccc3ncccc23)c(F)c1,-1,-8,-1,0,-6,-10,0,-6,5,-5
NC(=NC(=O)c1ccc(OC(F)(F)F)cc1)c1ccc(C(F)(F)F)cn1,-6,-2,-2,-7,14,20,6,0,-3,6
CCOc1ccc(Oc2c(/C=N/NC(N)=O)c(C)nn2-c2ccccc2)cc1,0,0,4,0,10,-5,-7,-4,7,3
O=C(Nc1ccccc1)NC1(C(=O)NCc2cccs2)CCCCC1,-2,5,2,2,0,0,7,0,-5,5
C[C@@H]1CN([C@H](C)CO)C(=O)c2cc(NC(=O)Nc3ccc(F)cc3)ccc2O[C@@H](C)CCCCO[C@@H]1CN(C)C(=O)CCCN(C)C,0,-6,-1,-1,-3,5,2,-4,3,-1
COCCCNc1nc2c(-c3ccc(Cl)cc3)nnn2c2ccccc12,-13,-11,-1,-12,-1,-1,0,0,-8,3
CC(=O)C1=C(C)N(Cc2ccc(F)cc2)C(=S)NC1c1ccccc1 (stereo not drawn),2,0,-1,-1,1,1,9,-2,-4,-1
O=C(O)/C(=C\c1cn(-c2ccccc2)nc1-c1ccc(Cl)cc1)NC(=O)c1ccccc1,1,-3,1,-11,-6,8,-10,-5,-5,3
COC(=O)c1ccc(Cn2nnc3c(=O)[nH]c(C4CCN(S(=O)(=O)c5ccc(F)cc5)CC4)nc32)cc1,0,-2,-3,-4,3,8,-9,4,-11,-5
CCOC(=O)N1CCN(C(=O)C2c3cc(OC)c(OC)cc3C(=O)N3CCc4ccccc4C23)CC1 (stereo not drawn),0,4,1,1,9,-2,-1,-1,-22,4
O=C(NCCN1CCOCC1)C(=O)NCC1OCCN1C(=O)c1ccc(Cl)cc1 (stereo not drawn),-3,-5,8,1,5,15,10,-3,4,9

# Additional structures follow:
Compound,PLCg1 inh,ADAM10 inh,Tn7 DDE FP,PLC-beta3 inh,ARFGAP1 inh,TDP2 absorb,SIAE primary,ADAM17 inh,ASAP1 GAP inh,DDE Tn6 FP inh
Cc1ccc(-n2c(C)cc(C3N=C(N)Nc4nc5ccccc5n43)c2C)c(C)c1 (stereo not drawn),-10,7,-1,-12,1,-1,8,3,-5,1
O=C(N/N=C/c1ccc(N2CCOCC2)cc1)C1CC1,-30,-234,4,-31,-2,9,3,-72,-6,-2
CCOC(=O)/C=C/c1cccc(OC)c1O,-31,-11,7,-44,9,4,3,-5,-2,1
COC(=O)C1C(=O)C(C(=O)c2ccccc2)C(=O)CC1(C)C (stereo not drawn),1,3,-2,-6,3,15,0,-1,-10,-3
O=C(O)CCN1C(=O)c2ccc(Oc3ccc4c(c3)C(=O)N(CCC(=O)O)C4=O)cc2C1=O,-1,5,7,-5,9,-10,-6,-10,-2,-14
CC(=O)Nc1c(O)nc(SCC(=O)Nc2c(C)cccc2C)[nH]c1=O,12*,-1,2,12*,4,-15,-5,4,11,-2
Cc1ccc(-c2csc3ncn(CC(=O)OC(C)C)c(=O)c23)cc1,2,9,-2,-3,3,-7,-2,0,-11,-5
CCc1ccc(/C=N/NC(=O)C(=O)NCCCN2CCOCC2)cc1,-1,-5,-1,0,2,-1,5,1,15,-3
CCOc1cc(N2CCOCC2)c(OCC)cc1NC(=O)c1ccc2ncsc2c1,-4,-1,3,-10,12,0,3,-1,-2,6
CSc1ccccc1NC(=O)CN(c1ccccc1Br)S(C)(=O)=O,4,5,-8,2,7,-8,1,3,-1,-4
Cc1ccc(NC(=O)CS(=O)CC(=O)Nc2cccc(C)c2C)cc1F (stereo not drawn),-3,-4,1,0,-6,-3,5,-3,4,-7
CCC(=O)N1CCN(c2ccc(NC(=O)c3ccc4c(c3)OCCO4)cc2)CC1,2,6,-2,-4,-3,7,0,-1,1,6
O=C(CNC(=O)c1ccccc1Cl)NCCc1cccs1,0,-2,3,-1,-3,-3,2,-3,-7,-5
CCOC(=O)[C@]12CCCC3=C1N(CCC3)C(=O)[C@@H](CC(=O)NCC1CCCCC1)C2,3,-1,-5,2,.,0,1,0,.,3
O=C(NCCCCNC(=O)c1c(F)c(F)c(F)c(F)c1F)c1c(F)c(F)c(F)c(F)c1F,-4,-6,-2,2,-6,1,-2,-3,-10,3

# A few values from the entries so far:
# ARFGAP1 inh result of CCOc1ccc(Oc2c(/C=N/NC(N)=O)c(C)nn2-c2ccccc2)cc1 is entered as 10
# TDP2 absorb result of CC(C)(C)C1=Nn2c(nnc2-c2ccccn2)SC1 is entered as -4

# Going on with the list.
Compound,PLCg1 inh,ADAM10 inh,Tn7 DDE FP,PLC-beta3 inh,ARFGAP1 inh,TDP2 absorb,SIAE primary,ADAM17 inh,ASAP1 GAP inh,DDE Tn6 FP inh
Cc1nc2c(OCc3ccc(Cl)cc3Cl)cccn2c1N(C)Cc1cccs1,-9,-8,6,-14,3,2,7,-6,5,1
Cc1cc2c(cc1S(=O)(=O)N1CCc3ccccc31)NC(=O)CO2,0,1,5,-2,6,-13,6,0,-7,1
CCS(=O)(=O)N(CC(=O)Nc1cccc2ccccc12)c1ccc(OC)cc1,0,0,-1,-1,1,4,-2,-2,-7,-1
CCOc1ccccc1N(C(=O)CNC(=O)c1ccco1)C(C(=O)NC1CCCC1)c1ccncc1 (stereo not drawn),8,-19,6,-5,13,-8,6,-4,-1,-3
O=C(NCc1ccccc1)C(c1cc2ccccc2o1)n1c(=O)c(-c2cc3ccccc3[nH]2)nc2ccccc21 (stereo not drawn),-243,-60,-2,-340,19,-2,-33,-20,10,1
CSCCC1C(C#N)=C(N)Oc2n[nH]c(-c3cccs3)c21 (stereo not drawn),-7,1,6,-21,-9,11,-8,2,-3,-4
O=C(Nc1ccccc1-c1ccccc1)c1ccc(NC(=O)c2ccco2)cc1,-5,3,8,-10,1,-4,-4,-3,-5,0
COc1ccc(-c2c3c(=O)n(C)c(=O)n(C)c3cn2C2CCCCC2)cc1,-51,-7,0,-89,10,8,3,-7,-5,-3
CC1CCC(NC(=O)c2ccc(NC3=NC4CS(=O)(=O)CC4S3)cc2)CC1 (stereo not drawn),3,0,3,4,-8,-5,0,1,-2,4
CC1=Nc2ccc(C)cc2/C1=C/c1c(N)n2nc(CC(=O)N3CCOCC3)sc2nc1=O,-6,-4,-6,-19,5,-9,-8,-4,0,-7
COc1ccc(CCNC(=O)/C=C/c2ccc(C)cc2)cc1OC,0,6,-9,5,19,-9,-3,3,11,0
CCOC(=O)CC(=O)NC(C)(C)CCCCC(C)(C)NC(=O)CC(=O)OCC,4,-4,1,0,-10,-10,-3,2,8,0
COc1ccc(C(C(=O)NC2CCCC2)N2CCc3ccccc32)cc1 (stereo not drawn),-3,-6,-3,-2,-3,4,2,0,-1,8
O=c1[nH]c2c(c3c1CCCC3)CCCC2,-3,-10,0,-2,0,-2,1,-7,-11,4
COC(=O)c1ccc(S(=O)(=O)N2CCN(C)CC2)n1C,0,-6,7,-5,4,-5,0,-2,5,4

# (cont.)
Compound,PLCg1 inh,ADAM10 inh,Tn7 DDE FP,PLC-beta3 inh,ARFGAP1 inh,TDP2 absorb,SIAE primary,ADAM17 inh,ASAP1 GAP inh,DDE Tn6 FP inh
CC(Sc1nnc2c(n1)C1CCC2(C)C1(C)C)C(=O)Nc1ccccc1 (stereo not drawn),-1,-6,10,1,2,-1,-3,-3,15,-2
Cc1oc(-c2ccccc2Cl)nc1CS(=O)CC(=O)NCCCN1CC(C)CC(C)C1 (stereo not drawn),4,1,-2,-2,-4,-7,2,-5,-4,2
COc1ccccc1NS(=O)(=O)c1ccc2oc(SCc3ccc(C#N)cc3)nc2c1,3,-4,5,-2,0,-2,-16,-5,-7,-3
NC(=O)CC(NC(=O)Cc1ccc(Br)cc1)c1ccc(NCCc2ccc(Cl)cc2)c([N+](=O)[O-])c1 (stereo not drawn),1,1,-5,3,-2,3,2,-1,2,0
O/N=C/c1cc(Br)ccc1OCc1cccc(F)c1,6,28*,4,-3,3,0,-28,11*,8,-15
Cc1cc(N2CCN(c3ccccc3)CC2)nc(-n2nc(C)cc2C)n1,-3,2,5,4,-4,-9,0,-6,14,0
O=C(c1ccc(CNS(=O)(=O)c2ccc(F)cc2)cc1)N1CCCCCC1,2,-5,-10,0,12,-1,-3,-1,-2,5
COc1cc(NC(=O)CNc2cccc(S(=O)(=O)N3CCOCC3)c2)cc(OC)c1,3,0,-3,-5,-7,4,0,-4,-8,-4
COCCNC(=S)N(C)[C@H]1C[C@H]2c3[nH]c4c(-c5ccc6c(c5)OCO6)cccc4c3CCN2C[C@H]1[C@H](C)O,-10,-1,-5,-13,.,1,2,3,.,-4
O=C1OCC2=C1C(c1ccc3c(c1)OCO3)Sc1ccccc1N2 (stereo not drawn),-2,8,-1,-1,2,0,-1,-2,-18,-7
Cc1ccc2c(c1)/C(=C/c1ccc(F)cc1)C(=O)N2,-7,22*,3,-6,-20,-10,-5,3,3,-4
COC(=O)CSc1nc(-c2ccccc2)nc2ccccc12,2,12,1,-3,13,-8,-8,3,1,8
CCOC(=O)[C@]12CCCC=C1N(Cc1ccc(OC)cc1)C(=O)[C@@H]2CC(=O)NCCC(C)C,3,-2,-6,2,.,9,3,-1,.,-4
O=CN/N=C/c1c(O)ccc2ccccc12,-3,-4,-1,-8,-8,-3,2,-6,2,1
COc1cccc(CN2CCN(C(=O)c3ccc(-c4ccccc4)cc3)CC2)c1,4,7,-7,-2,12,2,-2,2,11,8

# Next part.
Compound,PLCg1 inh,ADAM10 inh,Tn7 DDE FP,PLC-beta3 inh,ARFGAP1 inh,TDP2 absorb,SIAE primary,ADAM17 inh,ASAP1 GAP inh,DDE Tn6 FP inh
O=C(Nc1cccc(Cl)c1)Nc1ccc2c(c1)C(=O)OC2,7,2,-13,1,8,-14,-11,2,0,-6
COc1ccc(-n2c(Cc3cccn3C)nnc2SCC(=O)Nc2cccc(OC)c2)cc1,-1,-7,6,-1,3,-2,10,2,-1,6
O=C(CCn1cccn1)N1CCCC(N2CCN(c3cccc(C(F)(F)F)c3)CC2)C1 (stereo not drawn),0,-9,-2,-8,7,-8,7,-4,5,0
O=[N+]([O-])c1cc(C(F)(F)F)cc([N+](=O)[O-])c1NN=C1CCCCC1,-1,-8,-4,0,9,3,12,1,-3,3

# Screening data (PubChem BioAssay)
